Screening data deposited in PubChem BioAssay by The Scripps Research Institute Molecular Screening Center.
OX1R antag-1: blocks the human orexin 1 receptor; inhibition, % at 5 µM; AID 434989; CHO/OX1R cells, Fluo-8 calcium fluorescence, orexin A; hit rate 0.43% among 330,000; O43613;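 active = inhibition above its plate's threshold, mean inhibition of all tested compounds on the plate plus 3 SD, cut at about 37% in these data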;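 note: 0% = orexin A challenge wells and 100% = SB-334867-A antagonist wells; not every result past the cut was called active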
Target sequence (O43613 whole entry, looked up): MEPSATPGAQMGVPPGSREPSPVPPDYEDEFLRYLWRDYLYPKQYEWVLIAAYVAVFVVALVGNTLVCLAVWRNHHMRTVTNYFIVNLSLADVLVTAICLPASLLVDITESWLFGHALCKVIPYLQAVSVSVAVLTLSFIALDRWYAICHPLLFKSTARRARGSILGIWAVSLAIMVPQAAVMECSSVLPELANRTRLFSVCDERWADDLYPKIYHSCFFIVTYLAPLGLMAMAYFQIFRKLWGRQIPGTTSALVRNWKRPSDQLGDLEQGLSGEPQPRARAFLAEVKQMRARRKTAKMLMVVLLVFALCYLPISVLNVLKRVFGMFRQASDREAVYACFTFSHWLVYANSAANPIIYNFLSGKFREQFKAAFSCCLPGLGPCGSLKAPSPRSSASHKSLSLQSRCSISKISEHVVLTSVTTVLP
OX1R antag-2: blocks the human orexin 1 receptor; O43613; OX1R-expressing cells, FRET antagonist read-out; inhibition, % at 6.6 µM; hit rate 1.8% among 330,000; AID 485270; in the data active = inhibition mostly above about 38%, no sharp cut-off; inactive = mostly below about 40%;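 note: 0% = agonist challenge alone and 100% = reference antagonist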
Numbers without * were called inactive.

What do the screens show for `CCCCCOC(=O)Nc1ccc(S(=O)(=O)Nc2cccc([N+](=O)[O-])c2)cc1`?
OX1R antag-1: 6.5; OX1R antag-2: 18.6

What do the screens show for `CC(C)CN1C(=O)C(=O)N(CC(=O)c2ccc3c(c2)CCCC3)C1=O`?
OX1R antag-1: -15.7; OX1R antag-2: 5.3

Results for CCOC(=O)COc1cccc2c(=O)n(CC(=O)NCc3ccc(F)cc3)ccc12 ?
OX1R antag-1: -8.9; OX1R antag-2: 6.6

Results for COc1ccc(C2=CC(=O)C[C@H](c3ccc(F)cc3)C2)c(OC)c1 ?
OX1R antag-1: -15.4; OX1R antag-2: 4.8

Results for COc1ccccc1OCC(=O)Nc1ccc(N2CCCCC2)cc1 ?
OX1R antag-1: -10.8; OX1R antag-2: 5.6

How did CC(/C=N/Nc1nnc(C)c(=O)[nH]1)=C\c1ccccc1 do in these assays?
OX1R antag-1: -21.8; OX1R antag-2: 20.7

How did COc1ccc(NC(=O)CSc2nccn2-c2ccccc2)cc1 do in these assays?
OX1R antag-1: -5.8; OX1R antag-2: 19.8

What do the screens show for `CCSc1ccccc1C(=O)N1CCC2(CC1)CC(=O)c1ccccc1O2`?
OX1R antag-1: -29.4; OX1R antag-2: 16.1

How did Cc1[nH]nc2cn[nH]c12 do in these assays?
OX1R antag-1: -9.1; OX1R antag-2: 13.2

What do the screens show for `O=C(NCCCN1CCOCC1)C(=O)N/N=C/c1ccccc1O`?
OX1R antag-1: -8.0; OX1R antag-2: 12.7

How did CC1CCCCC1NC(=O)C1CCCN(S(=O)(=O)c2ccc(-n3cnnn3)cc2)C1 (centres undefined) do in these assays?
OX1R antag-1: -10.7; OX1R antag-2: 9.0

How did Cc1cnc(NC(=O)COc2ccccc2Cl)s1 do in these assays?
OX1R antag-1: -20.4; OX1R antag-2: 16.3

Results for N#Cc1ccc(C(=O)OCC(=O)Nc2ccc(S(N)(=O)=O)cc2)cc1 ?
OX1R antag-1: -5.6; OX1R antag-2: 15.9

Results for COc1ccc(C(=O)CN2C(=O)NC3(CCCc4ccccc43)C2=O)cc1OC (centres undefined) ?
OX1R antag-1: -11.6; OX1R antag-2: 13.1

How did CCOC(=O)N1CCN(C(=O)COc2cc(C)c(Cl)c(C)c2)CC1 do in these assays?
OX1R antag-1: -28.5; OX1R antag-2: 17.2

Results for COc1ccc(/C=C/C(=O)Nc2nc(N)n(-c3ccccc3)n2)cc1 ?
OX1R antag-1: -1.1; OX1R antag-2: 17.2

Results for CCOc1ccc(N2C(=O)CC(NCC#N)C2=O)cc1 (centres undefined) ?
OX1R antag-1: -6.0; OX1R antag-2: 10.0

How did COc1ccc(S(=O)(=O)N2CCC(CN3C(=O)c4cccc5cccc(c45)C3=O)CC2)cc1 do in these assays?
OX1R antag-1: -24.3; OX1R antag-2: 8.0

Results for COC(=O)CCCC(=O)N1CCC(n2nccc2NC(=O)CCOc2ccccc2)CC1 ?
OX1R antag-1: -27.2; OX1R antag-2: 25.2

What do the screens show for `Nc1ncnc(Nc2cc(C(F)(F)F)cc(C(F)(F)F)c2)n1`?
OX1R antag-1: -7.0; OX1R antag-2: 18.6

Results for C=CCc1cc(Cl)ccc1OCCCNC(C)C ?
OX1R antag-1: -15.0; OX1R antag-2: 1.8

How did CC(C)c1ccc(OCC(=O)N2CCc3ccccc3C2)cc1 do in these assays?
OX1R antag-1: -28.4; OX1R antag-2: 5.6

How did CCOC(=O)N1CCc2c(sc(NC(C)=O)c2C(N)=O)C1 do in these assays?
OX1R antag-1: -7.8; OX1R antag-2: 10.0

How did Cc1c(C)c2cc(Cl)c(O)c(CN3CCCCC3)c2oc1=O do in these assays?
OX1R antag-1: -4.4; OX1R antag-2: 12.7

Of the compounds above, 2 have an aryl thioether with sulfur outside any ring:
How did COc1ccc(NC(=O)CSc2nccn2-c2ccccc2)cc1 do in these assays?
OX1R antag-1: -5.8; OX1R antag-2: 19.8

What do the screens show for `CCSc1ccccc1C(=O)N1CCC2(CC1)CC(=O)c1ccccc1O2`?
OX1R antag-1: -29.4; OX1R antag-2: 16.1

Continuation:
What do the screens show for `[O-][n+]1ccccc1SC/C=C/c1ccccc1`?
OX1R antag-1: -4.4; OX1R antag-2: 12.8

Results for COc1cc(/C=C/C(=O)O)cc(S(=O)(=O)N2CCN(S(=O)(=O)c3ccc(Cl)cc3)CC2)c1OC ?
OX1R antag-1: -7.1; OX1R antag-2: 4.4

What do the screens show for `CC(=O)Nc1ccc(NC(=O)C(C)OC(=O)c2ccccc2NS(=O)(=O)c2cccs2)cc1` (centres undefined)?
OX1R antag-1: -15.7; OX1R antag-2: 14.9

What do the screens show for `CCCCCCCN1C/C=C\C(c2ccc(OC)cc2)N(Cc2ccc(F)cc2)C(=O)[C@H]1Cc1ccccc1` (some centres undefined)?
OX1R antag-1: -16.3; OX1R antag-2: 10.5

Results for N#CC(c1ccccc1)c1cccc(Cl)n1 (centres undefined) ?
OX1R antag-1: -17.2; OX1R antag-2: 16.4

Results for CCCN1CNC(=S)N(c2ccccc2OC)C1 ?
OX1R antag-1: 11.8; OX1R antag-2: 27.9

What do the screens show for `O=C(CCCC(=O)Nc1cccnc1)Nc1cccnc1`?
OX1R antag-1: -2.0; OX1R antag-2: 11.6

Results for Cc1nc(NCCc2ccccc2)c2oc3ccccc3c2n1 ?
OX1R antag-1: 18.5; OX1R antag-2: 37.1*

Results for COc1ccc(COC(=O)C2=C(C)NC(=O)NC2c2cc(Br)c(O)c(OC)c2)cc1 (centres undefined) ?
OX1R antag-1: -29.1; OX1R antag-2: 11.0

What do the screens show for `COc1cc(C(c2c(O)nc(SC)[nH]c2=O)c2c(O)nc(SC)[nH]c2=O)cc(OC)c1OC`?
OX1R antag-1: 2.3; OX1R antag-2: -1.9

Results for CCn1c(SCC(=O)Nc2c(C)n(C)n(-c3ccccc3)c2=O)nc2c1c(=O)n(C)c(=O)n2C ?
OX1R antag-1: -8.4; OX1R antag-2: 13.7

How did CC(C(=O)Nc1ccc(N2CCOCC2)cc1)N1C(=O)c2ccccc2C1=O (centres undefined) do in these assays?
OX1R antag-1: -10.4; OX1R antag-2: 8.1

As a short view, 6 of the compounds above.
What do the screens show for `O=C(CCCC(=O)Nc1cccnc1)Nc1cccnc1`?
OX1R antag-1: -2.0; OX1R antag-2: 11.6

Results for Cc1nc(NCCc2ccccc2)c2oc3ccccc3c2n1 ?
OX1R antag-1: 18.5; OX1R antag-2: 37.1*

Results for COc1ccc(COC(=O)C2=C(C)NC(=O)NC2c2cc(Br)c(O)c(OC)c2)cc1 (centres undefined) ?
OX1R antag-1: -29.1; OX1R antag-2: 11.0

What do the screens show for `COc1cc(C(c2c(O)nc(SC)[nH]c2=O)c2c(O)nc(SC)[nH]c2=O)cc(OC)c1OC`?
OX1R antag-1: 2.3; OX1R antag-2: -1.9

Results for CCn1c(SCC(=O)Nc2c(C)n(C)n(-c3ccccc3)c2=O)nc2c1c(=O)n(C)c(=O)n2C ?
OX1R antag-1: -8.4; OX1R antag-2: 13.7

How did CC(C(=O)Nc1ccc(N2CCOCC2)cc1)N1C(=O)c2ccccc2C1=O (centres undefined) do in these assays?
OX1R antag-1: -10.4; OX1R antag-2: 8.1

Next section
What do the screens show for `CCc1cc(C(=O)N/N=C/c2ccc(O)cc2)c2ccccc2n1`?
OX1R antag-1: -12.7; OX1R antag-2: 8.2

How did COc1ccc(S(=O)(=O)N2CCC(NC(=O)N3CCOCC3)CC2)cc1 do in these assays?
OX1R antag-1: -8.1; OX1R antag-2: 18.9

Results for O=C(NCc1cccc(CNC(=O)c2ccco2)c1)c1ccco1 ?
OX1R antag-1: -15.9; OX1R antag-2: 7.5

What do the screens show for `CC(=O)c1ccc(Cc2cnc(N)s2)cc1`?
OX1R antag-1: -3.8; OX1R antag-2: 18.4

What do the screens show for `Cc1ccc(OCc2cc(C(=O)NC(C)Cc3cccnc3)no2)cc1C` (centres undefined)?
OX1R antag-1: -38.5; OX1R antag-2: 12.6

Results for CN(Cc1ccc(F)cc1Cl)S(=O)(=O)c1cccs1 ?
OX1R antag-1: -25.9; OX1R antag-2: 0.1

What do the screens show for `O=C1CCCN1CCCNc1ccc(S(=O)(=O)N2CCCCC2)cn1`?
OX1R antag-1: -22.5; OX1R antag-2: 22.1

What do the screens show for `COc1ccc(/C=C(/NC(=O)c2cccc([N+](=O)[O-])c2)C(=O)O)cc1`?
OX1R antag-1: -10.9; OX1R antag-2: 15.0

What do the screens show for `COc1ccc(-c2cn(-c3ccccc3)nc2C(=O)O)cc1OC`?
OX1R antag-1: -10.1; OX1R antag-2: -3.0

Results for COc1ccc(CC(=O)Nc2cc(Cl)ccc2N2CCCC2)cc1 ?
OX1R antag-1: -31.1; OX1R antag-2: 1.8

What do the screens show for `CCOc1ccc(C2C3=C(CCCC3=O)Nc3nc(C(F)(F)F)nn32)cc1OC` (centres undefined)?
OX1R antag-1: -33.8; OX1R antag-2: 19.2

How did N#Cc1sc2nc(-c3ccccc3)cc(-c3ccco3)c2c1N do in these assays?
OX1R antag-1: -9.4; OX1R antag-2: 27.4

What do the screens show for `CCCN1CCN(C(=O)C2CCN(S(=O)(=O)c3ccc4c(c3)NC(=O)C(C)S4)CC2)CC1` (centres undefined)?
OX1R antag-1: -19.8; OX1R antag-2: -4.3

Results for Cc1n(C)c2cc(Cl)ccc2[n+]1Cc1ccccc1 ?
OX1R antag-1: -18.6; OX1R antag-2: 8.0

What do the screens show for `CC(O)c1nc2ccccc2n1CC(=O)Nc1ccc2c(c1)OCCO2` (centres undefined)?
OX1R antag-1: -7.6; OX1R antag-2: 22.6

What do the screens show for `COc1ccc(C2CC(C(F)(F)F)n3ncc(C(=O)NCc4cccnc4)c3N2)cc1OC` (centres undefined)?
OX1R antag-1: -25.0; OX1R antag-2: 12.9

Results for O=C(O)CCCn1c(=O)[nH]c2ccccc2c1=O ?
OX1R antag-1: -19.8; OX1R antag-2: 8.2

Results for COc1ccc(C(=O)Nc2c(O)ccc3ccccc23)cc1 ?
OX1R antag-1: -12.9; OX1R antag-2: 36.9

How did CCOC(=O)N1CCC(Nc2c(N3CCN(c4cc(Cl)ccc4C)CC3)c(=O)c2=O)CC1 do in these assays?
OX1R antag-1: -32.8; OX1R antag-2: 15.4

What do the screens show for `CN(CC(=O)N1CCN(c2ccccn2)CC1)S(=O)(=O)c1cccc2nsnc12`?
OX1R antag-1: -16.9; OX1R antag-2: 26.9

What do the screens show for `COc1cc(/C=N/NC(=O)c2ccncc2)ccc1OCC(=O)Nc1cccc([N+](=O)[O-])c1`?
OX1R antag-1: -13.7; OX1R antag-2: 10.5

How did CC(=O)Nc1cccc(NC(=O)Nc2cccc3ccccc23)c1 do in these assays?
OX1R antag-1: -19.5; OX1R antag-2: -0.7

Results for FC(F)(F)c1ccc(CN2C[C@@H]3C(c4ccc(Cl)nc4)C4(c5cccnc5)CC3(C4)[C@H]2c2ccccc2)cc1 (some centres undefined) ?
OX1R antag-1: -29.4; OX1R antag-2: 39.8

What do the screens show for `COc1ccc(CCn2c(O)cc3nn(-c4nc5ccccc5s4)c(=O)c-3c2C)cc1`?
OX1R antag-1: -12.2; OX1R antag-2: 11.2

Results for O=C(O)C1C2CCC(O2)C1C(=O)Nc1cnn(Cc2ccccc2)c1 (centres undefined) ?
OX1R antag-1: -6.8; OX1R antag-2: 12.9

Results for CC(=O)c1cccc(OCc2cc(C(=O)N3C[C@H]4CC[C@H]3C4)no2)c1 ?
OX1R antag-1: -5.8; OX1R antag-2: 4.5

How did O=C(OCCN1CCCCC1)c1cc2ccccc2o1 do in these assays?
OX1R antag-1: -18.8; OX1R antag-2: 6.2

How did COCCCNC(=O)c1ccc2c(c1)ncn2-c1ccc(C)cc1C do in these assays?
OX1R antag-1: -8.3; OX1R antag-2: 14.0

What do the screens show for `Cc1ccc(C(O)(C(=O)NNS(=O)(=O)c2ccc(C)cc2)c2ccc(C)cc2)cc1`?
OX1R antag-1: -22.5; OX1R antag-2: 1.1

How did COc1ccc(/C=C/C(=O)c2ccc3c(c2)OCO3)c(OC)c1 do in these assays?
OX1R antag-1: -15.8; OX1R antag-2: 22.7

Results for CC(C)(CO)CNC(=O)CCc1nnc(C2(c3ccc(Cl)cc3)CCC2)o1 ?
OX1R antag-1: -20.0; OX1R antag-2: 10.4

Results for O=C(CSc1nnc(-c2ccccc2)o1)NC1CCS(=O)(=O)C1 (centres undefined) ?
OX1R antag-1: -9.0; OX1R antag-2: 11.6

What do the screens show for `COc1ccc(C(N)=S)cc1`?
OX1R antag-1: 7.0; OX1R antag-2: -3.7

What do the screens show for `C=CCn1c(SCC(=O)Nc2nnc(C)s2)nnc1C1CC1`?
OX1R antag-1: -5.2; OX1R antag-2: 11.1

Results for COc1ccccc1C(=O)Nc1cccc(NC(C)=O)c1 ?
OX1R antag-1: -27.1; OX1R antag-2: 10.6

How did O=S(=O)(c1cnc[nH]1)N1CCN(c2ccc(Cl)cc2)CC1 do in these assays?
OX1R antag-1: -8.9; OX1R antag-2: 1.8

How did O=C(COc1cccc(OC(F)F)c1)Nc1ccc(SC(F)F)cc1 do in these assays?
OX1R antag-1: 1.3; OX1R antag-2: 20.3

What do the screens show for `O=C(CSc1n[nH]c(=O)n1C1CC1)NCc1ccccc1`?
OX1R antag-1: -6.8; OX1R antag-2: 3.0

How did O=C(Nn1c(O)c(C=C2N=c3ccccc3=N2)sc1=S)c1ccccc1 do in these assays?
OX1R antag-1: -3.5; OX1R antag-2: 11.8

How did CCCOC(=O)c1ccc2c(c1)C(=O)N(c1ccccc1)C2=O do in these assays?
OX1R antag-1: -7.9; OX1R antag-2: 10.3

Results for CCc1ccc(CNC(=O)CCc2nnc(Cc3cccc(C(F)(F)F)c3)o2)nc1 ?
OX1R antag-1: -15.4; OX1R antag-2: 7.2

How did Nc1nnc(SCC(=O)c2ccccc2)s1 do in these assays?
OX1R antag-1: -13.2; OX1R antag-2: 13.8

Results for CC(Sc1nncn1C)C(=O)Nc1cc(C(F)(F)F)ccc1N1CCOCC1 (centres undefined) ?
OX1R antag-1: -28.2; OX1R antag-2: 19.2

How did Cc1ccc2oc(-c3cccc(N)c3)nc2c1 do in these assays?
OX1R antag-1: -21.4; OX1R antag-2: 21.1

What do the screens show for `O=C(NC1CCCC1)c1ncn[nH]1`?
OX1R antag-1: 0.6; OX1R antag-2: 13.5
